HP1b chromo inh – blocks HP1-beta chromodomain binding to methylated histone tails. P83916. AlphaScreen HP1-beta / biotin-H3K9me3 peptide binding. Potency, µM (highest dose often 114 µM), inactives show at the top dose activity change, negative = inhibition, actives largely listed as inhibitors. hit rate 0.56% among 390,000; further: potency means the concentration at half of the fitted maximal effect; nearly all actives have a fitted effect of over 70% in size; inactives centre near 23
Target sequence (P83916 whole entry, looked up): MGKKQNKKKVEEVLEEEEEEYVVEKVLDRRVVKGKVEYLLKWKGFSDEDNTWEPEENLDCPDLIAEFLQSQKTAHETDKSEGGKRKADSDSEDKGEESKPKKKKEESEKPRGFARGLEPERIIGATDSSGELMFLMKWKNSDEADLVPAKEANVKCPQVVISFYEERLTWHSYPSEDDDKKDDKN
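HP1-beta protein (50 nM final) preincubated 30 min at room temperature with biotinylated H3(1-18)K9me3 peptide (50 nM) in PBS pH 7.4, 0.01% Tween-20, then compound added for 30 min. AlphaScreen streptavidin donor/nickel chelate acceptor beads (10 ug/mL final), 30 min dark, luminescence read.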
TrxR1 substrate – rat thioredoxin reductase 1 substrate activity | O89049 | purified TrxR1 substrate turnover, NADPH consumption readout | hit rate 0.01% among 390,000 | AID 588456 | Potency, µM (series often up to 114 µM), inactives show top-dose activity change, negative = substrate turnover; further: potency means the concentration at half of the fitted maximal effect; on the % scale 0 is the no-effect control and ±100 the full control effect; nearly all actives have a fitted effect of over 50% in size
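Rat TrxR1, dispensed at 90 nM, was prereduced with 400 uM NADPH (final) for 5 min at ~22 deg C, then incubated with compound 15 min before 400 uM selenite. A first-read NADPH fluorescence drop versus no-compound background flagged substrates.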
Pin1 inhibitor – human Pin1 inhibition; Pin1 FP peptide displacement, HiFluor488, 10 min; Potency, µM (highest dose often 115 µM), without a hit: at the top dose activity, negative = inhibition, actives largely listed as inhibitors; hit rate 0.009% among 390,000; active means well fitted inhibition curve with a large enough effect in the polarisation, with a control signal flat, not every such curve was filed as active; inconclusive means small, poorly fitted or top-dose-only effect, or effect the other way, or a change in a side signal; inactive means no such curve, though single readings can be large or run the other way; the % refers to the polarisation; further: potency means the concentration at half of the fitted maximal effect; on the % scale 0 is the no-effect control and ±100 the full control effect
PGK inhibitor – T. brucei PGK inhibition. PGK/GAPDH coupled, Kinase-Glo luminescence, 60 min. Potency, µM (highest dose often 57.5 µM), without a hit: at the top dose activity change, negative = inhibition, actives largely listed as inhibitors. hit rate 0.043% among 380,000; further: potency means the concentration at half of the fitted maximal effect; on the % scale 0 is the no-effect control and ±100 the full control effect; nearly all actives have a fitted effect of over 60% in size
Target sequence (P07378 whole entry, looked up): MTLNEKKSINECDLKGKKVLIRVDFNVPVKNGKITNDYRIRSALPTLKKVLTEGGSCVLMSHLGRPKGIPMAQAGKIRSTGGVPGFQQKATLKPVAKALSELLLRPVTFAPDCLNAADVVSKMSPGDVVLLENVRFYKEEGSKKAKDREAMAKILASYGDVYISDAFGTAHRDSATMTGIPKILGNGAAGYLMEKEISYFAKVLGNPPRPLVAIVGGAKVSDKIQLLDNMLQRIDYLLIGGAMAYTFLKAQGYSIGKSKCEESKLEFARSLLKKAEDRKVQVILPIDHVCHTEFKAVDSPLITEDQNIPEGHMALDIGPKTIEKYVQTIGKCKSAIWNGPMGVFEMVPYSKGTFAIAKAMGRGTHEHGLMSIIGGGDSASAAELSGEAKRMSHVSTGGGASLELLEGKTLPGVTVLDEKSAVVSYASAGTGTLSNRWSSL
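Recombinant glycosomal PGK reaction used 1,3-bisphosphoglycerate generated in-well by GAPDH (100nM final) in 100mM TEA pH 7.6, 5mM MgCl2, 0.01% Tween-20. After 60 minutes at room temperature, ATP was read by Kinase-Glo Plus luminescence end-point.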
IDH1 R132H inh – inhibitors of human mutant IDH1 R132H; Potency, µM (highest dose often 76.6 µM), without a hit: at the top dose activity change, negative = inhibition, most hits filed as inhibitors; hit rate 0.093% among 390,000; O75874; IDH1-R132H enzyme, NADPH consumption, diaphorase/resazurin fluorescence; AID 602179; further: potency means the concentration at half of the fitted maximal effect; on the % scale 0 is the no-effect control and ±100 the full control effect; nearly all actives have a fitted effect of over 65% in size
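IDH1-R132H (0.5 ug/mL) preincubated 30 min with compound, then NADPH (0.016 mM) and alpha-KG (2 mM) added; 80 min at RT, pH 7.5. Remaining NADPH coupled via diaphorase/resazurin to fluorescence (540/590 nm); concentration-response curves normalized to no-enzyme control.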
GLS inh – glutaminase GLS (human) inhibition; Potency, µM (titrated, usually from 45.5 µM), for the others: top-dose activity change, negative = inhibition, most hits filed as inhibitors; hit rate 0.21% among 410,000; GLS enzymatic activity, qHTS titration; AID 624170; further: potency means the concentration at half of the fitted maximal effect; on the % scale 0 is the no-effect control and ±100 the full control effect
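Compounds were pin-transferred onto hKGA, after which L-glutamine (1 mM solution) and a detection mix of glutamate oxidase, HRP and Amplex Red were added. Initial and 30 min RT fluorescence reads were collected.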
TrxR1 inh – blocks rat thioredoxin reductase 1 | O89049 | recombinant rTrxR1, NADPH fluorescence consumption, selenite substrate | Potency, µM (doses to about 114 µM), inactives show at the top dose activity change, negative = inhibition, actives largely listed as inhibitors | hit rate 1% among 390,000; further: potency means the concentration at half of the fitted maximal effect; on the % scale 0 is the no-effect control and ±100 the full control effect; nearly all actives have a fitted effect of over 65% in size
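Rat TrxR1 (90 nM in the dispensed reagent) was pre-reduced with 400 uM NADPH for 5 min at room temperature, then incubated with compound for 15 min. After 400 uM selenite was added, NADPH fluorescence (Ex 340/Em 450 nm) was followed for 8 min.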
USP1-UAF1 inh – blocks the human USP1/UAF1 deubiquitinase complex; recombinant USP1/UAF1, Ub-Rhodamine cleavage fluorescence; hit rate 0.23% among 390,000; O94782; Potency, µM (highest dose often 57.1 µM), inactives show at the top dose activity change, negative = inhibition, most hits filed as inhibitors; further: potency means the concentration at half of the fitted maximal effect; on the % scale 0 is the no-effect control and ±100 the full control effect; nearly all actives have a fitted effect of over 60% in size; inactives centre near -12
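Step one: compound is pinned into 1nM USP1/UAF1 in HEPES pH 7.8 buffer with TCEP. Step two: 15 min room-temperature incubation. Step three: Ub-Rho (150nM final) starts cleavage, tracked by fluorescence over six one-minute reads.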
PI4K2A inh – blocks human PI4K2A kinase activity; AID 1346378; activity change, negative = inhibition, % at 76.9 µM; purified PI4K2A, ADP-Glo luminescence, 1 h; hits give low values; Q9BTU6; hit rate 0.13% among 420,000; in the data active means activity change below about -50%; inconclusive means mostly about -30% to -49%;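 further: -100% = wells without enzyme as full effect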
Target sequence (Q9BTU6 whole entry, looked up): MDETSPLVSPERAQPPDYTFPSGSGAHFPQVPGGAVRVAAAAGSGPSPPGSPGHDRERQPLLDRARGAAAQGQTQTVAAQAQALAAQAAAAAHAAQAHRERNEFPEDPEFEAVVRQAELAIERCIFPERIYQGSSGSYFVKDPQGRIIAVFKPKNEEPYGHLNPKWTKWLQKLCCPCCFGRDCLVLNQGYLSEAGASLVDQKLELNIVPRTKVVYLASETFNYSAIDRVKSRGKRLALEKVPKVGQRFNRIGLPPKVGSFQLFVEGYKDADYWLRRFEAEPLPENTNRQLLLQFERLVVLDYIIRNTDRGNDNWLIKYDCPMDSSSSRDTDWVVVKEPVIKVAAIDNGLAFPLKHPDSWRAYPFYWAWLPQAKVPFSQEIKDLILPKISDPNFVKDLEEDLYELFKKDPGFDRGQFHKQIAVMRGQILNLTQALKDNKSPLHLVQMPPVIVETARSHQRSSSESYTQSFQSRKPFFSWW
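ADP-Glo luminescence measured ADP generated by PI4K2A enzyme (4 ug/mL before mixing) with 1.2 mM PI substrate (pre-mix) and 300 microM ATP (pre-mix). Tris pH7.5 buffer with MgCl2, Triton X-100; 1 h reaction at ambient temperature.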
Active calls of the source: *; i = inactive; ? = inconclusive; nt = not tested or not shown; [ ] = another dose, or the depositor's remark. Unless noted, the call rests on the fitted dose curve; in most records, active means well fitted curve in the direction sought with a large enough effect; inconclusive means small, poorly fitted or top-dose-only effect, or another doubt; inactive means no such curve, though single readings can be large; an effect the other way counts as inactive or inconclusive.

SMILES	HP1b chromo inh	TrxR1 substrate	Pin1 inhibitor	PGK inhibitor	IDH1 R132H inh	GLS inh	TrxR1 inh	USP1-UAF1 inh	PI4K2A inh
COc1ccc(Cl)cc1NC(=O)C1COc2ccccc2O1 (centres undefined)	96%[activator]	6%	-1%	-2%	4%	4%	32%	?	-7
COc1cccc(C(=O)NC2CC(=O)N(c3ccc4c(c3)OCCO4)C2)c1OC (centres undefined)	18%	4%[57.1 µM]	2%	1%	6%	4%	2%[57.1 µM]	-24%	0
O=C(c1cc2ccccc2o1)N1CCN(c2cccc(C(F)(F)F)c2)CC1	17%	7%	1%	-4%	-4%	0%	12%	-17%	3
COc1cc(C(=O)Nc2ccc(O)cc2C(=O)O)ccc1OC(C)=O	32%	0%[57.1 µM]	0%	-10%	13%	22%	7%[57.1 µM]	-2%	3
O=S(=O)(c1ccc(Br)cc1F)N1CCCCC1CCO (centres undefined)	34%	-3%	-5%	-9%	19%	3%	-8%	-10%	-2
COc1cccc(CCNC(=O)c2cnc3sc(N4CCCCCC4)nn3c2=O)c1	18%	45%[activator]	-6%	-8%	6%	4%	0%	-7%	-6
COC(=O)C1C[C@@H]2C3=C(C(=O)[C@@](C)(NC(=O)c4ccccc4)C3[C@H](C(=O)OC)C1)[C@H](C)n1c(=O)n(-c3ccccc3)c(=O)n12 (some centres undefined)	17%	3%	-5%	nt	nt	nt	17%	nt	nt
CCc1nc2ccccc2c(C(=O)Nc2cc(C)ccc2C)c1C	22%	-3%	-7%	5%	-8%	-1%	10%	-4%	0
Cc1ccc(CNC(=O)CCc2c(C)nc3nc(C)nn3c2C)cc1	36%	-4%	2%	7%	20%	-6%	8%	-1%	-4
COc1ccc(NC(=O)CN2CCN(S(=O)(=O)N(C)C)CC2)cc1	25%	-5%	1%	-2%	-7%	-3%	-3%	-6%	7
CCOC(=O)C(C)CC(C)C(=O)N1CCOCCOCCN(C(=O)C(C)CC(C)C(=O)OCC)CCOCC1 (centres undefined)	32%[activator]	7%	-1%	-2%	1%	6%	9%	-2%	-2
CN1CCN(Cc2cccc3ncccc23)CC1CCO (centres undefined)	48%[activator]	-8%	-9%	6%	-17%	11%	?	5%	-1
Cc1ccc(S(=O)(=O)/N=C(/Nc2ccc([N+](=O)[O-])cc2[N+](=O)[O-])c2ccccc2)cc1	-10%	6%[11.4 µM]	-6%	-1%	-4%	26%	-4%[11.4 µM]	-26%	-2
CCn1c(CNC(=O)COc2ccc(C(C)C)cc2)nnc1SCC(=O)Nc1ccccc1F	16%	-1%	9%	2%	-1%	-6%	-6%	?	-1
CCCCN(CC)CCCNC(=S)Nc1ccc2nc(N3CCN(C)CC3)cc(C)c2c1	18%	6%	-8%	-4%	6%	-7%	14%[0.0914 µM]	-9%	2

The list goes on, overlapping the part above by 2 compounds.
SMILES	HP1b chromo inh	TrxR1 substrate	Pin1 inhibitor	PGK inhibitor	IDH1 R132H inh	GLS inh	TrxR1 inh	USP1-UAF1 inh	PI4K2A inh
CCn1c(CNC(=O)COc2ccc(C(C)C)cc2)nnc1SCC(=O)Nc1ccccc1F	16%	-1%	9%	2%	-1%	-6%	-6%	?	-1
CCCCN(CC)CCCNC(=S)Nc1ccc2nc(N3CCN(C)CC3)cc(C)c2c1	18%	6%	-8%	-4%	6%	-7%	14%[0.0914 µM]	-9%	2
C=C(C)CSC1=C(C#N)C(c2ccsc2)CC(=O)N1 (centres undefined)	11%	3%	0%	-12%	7%	-10%	1%	1%	2
CCc1ccc(Nc2nnc(-n3nc(C)cc3C)c3ccccc23)cc1	121%[activator]	-6%	0%	-8%	10%	20%	-11%	?	-7
Cc1ccc2[nH]c(=O)c3cc(C(=O)NCCN4CCN(C)CC4)sc3c2c1	51%[activator]	33%[activator][57.1 µM]	2%	-6%	12%	-5%	3%[57.1 µM]	-14%	2
CC(NC(=O)/C=C/c1ccccc1)c1ccccc1 (centres undefined)	63%[activator]	3%[57.1 µM]	-8%	i	1%	2%	7%[57.1 µM]	0%	-2
O=C(Nc1cc(C(F)(F)F)ccc1-n1cncn1)c1ccc(-c2ccccc2)cc1	88%[activator]	10%	-3%	-5%	3%	-9%	16%	-28%	4
CCOC(=O)C1CCN(C(=O)c2cnn3c(C)cc(C)nc23)CC1	21%	52%[activator]	-1%	5%	-4%	-1%	-10%[57.1 µM]	-5%	-6
COc1ccc(NC(=S)N2CCN(S(=O)(=O)c3ccc(C)cc3)CC2)cc1	19%	1%	1%	-5%	-1%	-4%	6%	-10%	2
CCOc1cc(C(=S)N2CCOCC2)ccc1OC(=O)/C=C/c1ccc(OC)c(OC)c1	-11%	-5%	2%	-8%	5%	10%	14%	-4%	4
CCc1ccc(Nc2nnc(SCC(=O)NCCN3C(=O)CSC3=O)s2)cc1	56%[activator]	1%	2%	nt	6%	-3%	26%	-19%	4
COc1ccc(CN2C(=O)C(C)N(C(=O)c3c(F)cccc3F)c3ccccc32)cc1 (centres undefined)	14%	-6%	-5%	nt	-2%	-7%	24%	-13%	-3
COc1ccc(OC)c(CN2CCN(CC(=O)Nc3ccccc3C(=O)NC3CC3)CC2)c1	14%	-8%	-10%	i	1%	8%	-14%	-17%	-3
COc1cc(OC)c(NC(=O)c2cnc(N3CCCC3)nc2C)cc1Cl	32%	3%[57.1 µM]	-15%	nt	nt	-5%	9%[57.1 µM]	-26%	8
CCOc1ccc(OCC)c(NC(=O)CN(C)S(=O)(=O)c2cnc[nH]2)c1	40%[activator]	16%[57.1 µM]	2%	0%	1%	1%	19%[57.1 µM]	-11%	-7
CCCN(c1ccc(C)cc1)c1nc(=O)c2cccnc2s1	65%[activator]	3%[57.1 µM]	1%	i	4%	-4%	-3%[57.1 µM]	-14%	0
O=C(N/N=C/c1sc(N2CCCCC2)nc1-c1cccs1)C1CC1	20%	-7%	11%	-1%	-4%	13%	7%	-13%	-8
CC(C)CNC(=O)COc1ccccc1[N+](=O)[O-]	17%	-1%	12%	0%	0%	8%	15%	3%	0
Cc1cc(C)nc(NS(=O)(=O)c2ccc(NC(=O)COc3ccccc3)cc2)n1	31%	0%	2%	-8%	-1%	-2%	9%	-15%	-5
Cn1cccc1Cc1nnc(SCC(=O)NCC2CCCO2)n1C (centres undefined)	?	5%	1%	nt	-3%	1%	26%	-24%	1
Cc1ccc(S(=O)(=O)N2[C@@H](c3ccc(Cl)cc3)C(C(=O)O)=CC[C@H]2c2cccc(C)c2)cc1	22%	-7%	-14%	-3%	0%	0%	-12%	-18%	-1
NC(=O)CSc1cn(CCNC(=O)c2cccs2)c2ccccc12	31%	7%[57.1 µM]	?	0%	-2%	0%	6%[57.1 µM]	?	1
CCCc1nnc(NC(=O)CSc2nnc3c4ccccc4n(CC)c3n2)s1	38%	-3%	-1%	-12%	3%	-9%	16%	1%	0
Cc1cc(N/N=C/c2ccc(Cl)cc2Cl)nc(NCc2ccccc2)n1	9%	5%	10%	17%	-2%	5%	15%	-20%	-3
O=C(NNC(=O)c1cccnc1)NC12CC3CC(CC(C3)C1)C2	14%	2%	2%	-5%	3%	18%	11%	-19%	1
COc1cc(OC)c(OC)cc1CN(C)C(c1ccccc1)c1nnnn1-c1ccccc1C (centres undefined)	?	4%[57.1 µM]	-4%	-1%	6%	21%	3%[57.1 µM]	-10%	-3
O=S(=O)(Nc1cccc2ccccc12)c1cccc2nonc12	-5%	-16%[57.1 µM]	-11%	-1%	7%	-6%	25%[57.1 µM]	-9%	-1
O=C(NC1CC2CCCC(C1)N2C(=O)NC1CCCCC1)c1ccccc1 (centres undefined)	29%	21%[57.1 µM]	-1%	7%	-5%	9%	22%[57.1 µM]	-16%	-1
CSc1ccccc1NC(=O)c1ccccc1	57%[activator]	4%	-1%	i	6%	-3%	29%	-23%	-1
CCOC(=O)C1=C(O)CSC1=Nc1cccc2ccccc12	45%[activator]	1%	-1%	-5%	10%	6%	7%	3%	2
Cc1ccc(C(=O)OCC(=O)c2c(N)n(C)c(=O)n(C)c2=O)cc1S(=O)(=O)N1CCOCC1	20%	4%	-7%	-1%	2%	-6%	27%	-10%	-11
OCCN1CCN(c2nc3ccccc3nc2-c2ccccc2)CC1	55%[activator]	6%	0%	0%	15%	2%	15%	-13%	1
Cc1ccc(S(=O)(=O)N(C)c2ccc(OCC(=O)OCC(=O)N(CC#N)c3ccccc3)cc2)cc1	19%	3%	24%	0%	6%	6%	14%	-4%	1
Fc1ccc(NCc2ccccc2-c2nnc(-c3ccccc3Cl)o2)cc1	15%	-1%	42%[activator]	-2%	-20%	2%	8%	-19%	-2
CC1CCCC(N2CCN(C(=O)c3ccccc3F)CC2)C1 (centres undefined)	40%[activator]	12%	0%	9%	3%	-1%	8%[57.1 µM]	-10%	-9
S=C(Nc1ccc(Br)cc1Cl)Nn1cnnc1	-19%	-24%	1%	0%	-15%	5%	?	0%	-7
Cn1c(N)c(C(=O)COC(=O)/C=C/c2ccc(Cl)c(Cl)c2)c(=O)n(C)c1=O	-11%	-7%	-5%	-5%	-3%	-17%	-6%	?	-3
COc1ccc(CC(=O)Nc2ccc(C(N)=O)cc2)cc1	-4%	-2%	-4%	-6%	-5%	-7%	28%	-5%	1

Screening results from PubChem.

Some of the compounds tested. The share of hits here may be higher or lower than overall.
